# Eya2 phos inh: blocks the phosphatase activity of human Eya2 | O00167 | recombinant Eya2, OMFP fluorescence dephosphorylation (OMFP is methylfluorescein phosphate) | Potency, µM (top dose mostly 76.9 µM), without a hit: top-dose activity, negative = inhibition, hits mostly inhibitors | 0.006% of 330,000 active | AID 488837; also: potency is read from the fitted curve at half-maximal effect; % is scaled to controls: 0 for no effect and ±100 for the full control effect
# Target sequence (O00167 whole entry, looked up): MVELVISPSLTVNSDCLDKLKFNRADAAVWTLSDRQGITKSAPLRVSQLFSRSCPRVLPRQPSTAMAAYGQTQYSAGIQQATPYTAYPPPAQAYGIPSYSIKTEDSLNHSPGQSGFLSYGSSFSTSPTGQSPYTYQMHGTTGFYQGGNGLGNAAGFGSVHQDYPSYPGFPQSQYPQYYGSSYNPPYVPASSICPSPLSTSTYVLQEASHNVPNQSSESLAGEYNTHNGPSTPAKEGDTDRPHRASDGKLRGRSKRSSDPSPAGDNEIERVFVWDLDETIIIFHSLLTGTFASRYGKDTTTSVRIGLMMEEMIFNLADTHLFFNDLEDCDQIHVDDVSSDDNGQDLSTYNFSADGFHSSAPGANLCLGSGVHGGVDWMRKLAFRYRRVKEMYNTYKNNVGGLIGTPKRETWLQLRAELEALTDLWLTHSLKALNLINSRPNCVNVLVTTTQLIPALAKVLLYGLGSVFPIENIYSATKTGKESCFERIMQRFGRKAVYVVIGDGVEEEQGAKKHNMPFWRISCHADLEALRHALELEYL
#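 Eya2 (0.2 uM) preincubated 10 min at ambient with compound, then OMFP substrate added at 50 uM; 10 min reaction in 50 mM HEPES pH 7.5, 50 mM NaCl, 5 uM MgCl2, 0.05% BSA, 1 mM DTT. Fluorescence read at Ex 485/Em 525 nm.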
# TSG101-PTAP inh: blocks PTAP/TSG101 interaction to inhibit HIV-1 budding | Fluorescence polarization, FITC-PTAP peptide / Tsg101 binding | 340,000 tested, under 10 active | Q99816 | Potency, µM (highest dose often 115 µM), for inactives: at the highest dose activity change, negative = inhibition, actives largely listed as inhibitors; active = well fitted inhibition curve with a large enough effect in the main read-out, with a control signal flat, not every such curve was filed as active; inconclusive = small, poorly fitted or top-dose-only effect, or effect the other way, or a change in a side signal; inactive = no such curve, though single readings can be large or run the other way; also: potency is read from the fitted curve at half-maximal effect; % of control where 0% means no effect
#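 Steps: Tsg101 binding domain dispensed (10 uM final), compounds pinned in DMSO, FITC-labeled PTAP-motif peptide added (50 nM final); after 20 min binding at room temperature, polarization measured.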
# Mito fusion yeast: blocks mitochondrial division or promotes mitochondrial fusion; S. cerevisiae fusion-defective mutant growth rescue, CellTiterGlo 48 h; Potency, µM (series often up to 46.1 µM), for the others: at the top dose growth rescue (activation), most hits filed as activators; 0.23% of 320,000 active;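 also: potency is read from the fitted curve at half-maximal effect; % of control where 0% means no effect; nearly all actives have a fitted effect of over 45% in size; temperature-sensitive fusion mutants such as fzo1-1 at 37 °C on non-fermentable ethanol glycerol medium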
#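 S. cerevisiae fusion-defective temperature-sensitive mutants (e.g. fzo1-1, mgm1-5) grown 48 h at 37C in YPEG (ethanol/glycerol non-fermentable) medium with 23 nl compound per well; growth rescue read as CellTiterGlo luminescence.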
# Tb PFK inh: T. brucei PFK enzyme inhibition; AID 485367; T. brucei PFK, ADP-Glo luminescence; Potency, µM (doses to about 57.5 µM), for the others: at the top dose activity, negative = inhibition, actives largely listed as inhibitors; 0.17% of 330,000 active;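 also: potency is read from the fitted curve at half-maximal effect; 0% = uninhibited 1x PFK enzyme wells and -100% = no-enzyme wells; nearly all actives have a fitted effect of over 60% in size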
# Target sequence (O15648 whole entry, looked up): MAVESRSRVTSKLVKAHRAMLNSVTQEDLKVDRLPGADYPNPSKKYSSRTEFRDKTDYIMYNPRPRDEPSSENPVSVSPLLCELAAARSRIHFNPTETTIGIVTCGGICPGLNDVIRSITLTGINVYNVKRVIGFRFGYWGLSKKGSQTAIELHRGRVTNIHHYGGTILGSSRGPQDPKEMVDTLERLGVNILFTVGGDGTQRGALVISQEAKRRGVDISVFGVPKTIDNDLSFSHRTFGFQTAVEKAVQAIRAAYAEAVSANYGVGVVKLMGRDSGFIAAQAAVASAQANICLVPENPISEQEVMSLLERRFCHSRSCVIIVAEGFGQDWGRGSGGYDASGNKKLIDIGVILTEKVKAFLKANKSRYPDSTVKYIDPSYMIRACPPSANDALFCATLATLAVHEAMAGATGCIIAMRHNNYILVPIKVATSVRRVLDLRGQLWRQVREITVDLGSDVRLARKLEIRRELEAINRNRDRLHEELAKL
#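 1.25 nM PFK with 0.5 mM F6P and 0.1 mM ATP in 0.1 M TEA pH 8.0, 5 mM MgCl2, incubated 45 min at room temperature; ADP measured by ADP-Glo luminescence; compounds titrated up to 57 uM.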
# TCR act: activators of T cell receptors | Potency, µM (titrated, usually from 9.22 µM), for inactives: at the highest dose activation of IL-2 secretion, actives largely listed as activators | primary human leukocytes, anti-CD3, IL-2 HTRF, 48 h | 330,000 tested, under 10 active; also: % of control where 0% means no effect
#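 Primary human leukocytes receive a-CD3 beads and test compound and are incubated 48 hr. Secreted IL-2 is then assayed by HTRF, measuring 665nm acceptor emission after 320nm excitation of the europium donor.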
# a7 integrin act: integrin-mediated muscular dystrophy alleviation activation; alpha7betagal myoblasts, beta-gal FDG fluorescence, 48 h; Potency, µM (doses to about 38.3 µM), inactives show at the top dose activation, actives largely listed as activators; 0.064% of 350,000 active;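 also: potency is read from the fitted curve at half-maximal effect; 100% = response of the positive control SU9516; nearly all actives have a fitted effect of over 60% in size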
#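 alpha7betagal+/- myoblasts (passage 13, 250/well) treated 48 h at 37C with compounds at 1:260 dilution of DMSO stock. Lysed, then beta-galactosidase activity read as FDG fluorescence (ex 480/em 540) after 30 min, with pre-read for autofluorescence.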
# ELG1 DNA repair: ELG1-dependent DNA repair inhibition; HEK293T ELG1-luciferase reporter, luminescence, 16 h; DNA damage induced by 5-fluorouridine; Potency, µM (highest dose often 46.1 µM), for inactives: at the top dose activity change, negative = inhibition, hits mostly inhibitors; 2.3% of 330,000 active; AID 504467; also: potency is read from the fitted curve at half-maximal effect; % is scaled to controls: 0 for no effect and ±100 for the full control effect; nearly all actives have a fitted effect of over 55% in size
#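 Reporter activity after DNA damage by 5-fluorouridine is monitored. Compound-treated cells incubate 16 hr at 37 °C, then ONE-Glo is added for 30 min before luminescence reading.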
# AT treatment: candidate therapy for ataxia-telangiectasia | […] A-T fibroblasts, KAP-1 phosphorylation AlphaLISA; neocarzinostatin DNA damage 30 min before lysis | Potency, µM (highest dose often 57.5 µM), for inactives: at the top dose activation, hits mostly activators | 0.19% of 320,000 active | AID 485349; also: potency is read from the fitted curve at half-maximal effect; % of control where 0% means no effect; nearly all actives have a fitted effect of over 45% in size
#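 ATM-like activity read as KAP-1 phosphorylation via AlphaLISA donor/acceptor antibody pairs after lysis and 6 hr at 25C. Cells were ATM-null patient fibroblasts ([…], hTERT), dosed 60 min, then exposed to the DSB inducer NCS for 30 min.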
# TSHR antag: blocks TSH signaling through the human TSH receptor; TSHR-expressing cells, TSH-stimulated cAMP HTRF, 2 h; stronger effect = lower value; P16473; 0.2% of 330,000 active; activity change, negative = inhibition, % at 11.5 µM;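 active = activity change below a set negative limit, meaning inhibition stronger than a set level, cut at about -70% in these data; inconclusive = activity change between two set negative limits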; also: % is scaled to controls: 0 for no effect and ±100 for the full control effect
#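 TSHR-expressing cells were treated with compounds, then stimulated with TSH at EC80 (4nM final) for 2 hours at 37 deg C. Cellular cAMP was measured by HTRF competition between lysate cAMP and cAMP-d2 for a cryptate-labelled anti-cAMP antibody.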
# S-ASM inh: blocks human secretory acid sphingomyelinase; placental ASM, HMU-PC fluorogenic substrate, 60 min; AID 504937; 0.006% of 340,000 active; P17405; Potency, µM (titrated, usually from 57.5 µM), without a hit: at the highest dose activity change, negative = inhibition, usual class: inhibitors; also: potency is read from the fitted curve at half-maximal effect
#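 Human placenta-derived ASM enzyme was preincubated with compound for 10 minutes at room temperature, then given fluorogenic substrate HMU-PC0 (9 uM final) for 60 minutes at 37 °C; a pH 10 stop preceded fluorescence reading at Ex 386/Em 447 nm.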
# BCR signal inh: blocks chronic active B-cell receptor signaling | AID 493014 | Potency, µM (doses to about 46.1 µM), for the others: top-dose ratio change, negative = lower green/red ratio, usual class: inhibitors | ABC-DLBCL IkBa-CBG/CBR reporter, luminescence ratio, 4 h | 0.05% of 340,000 active; active = well fitted inhibition curve with a large enough effect in the signal ratio, with a control signal flat, not every such curve was filed as active; inconclusive = small, poorly fitted or top-dose-only effect, or effect the other way, or a change in a side signal; the % refers to the signal ratio;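 also: potency is read from the fitted curve at half-maximal effect; plate controls were basal doxycycline-induced cells for no effect and cells given 10 µM MG132 for full effect; MG132 reads +100%, hits lower the ratio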
#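 TMD8 human ABC-DLBCL cells with doxycycline-inducible IκBα–green luciferase fusion and unfused red luciferase, in 0.5% FBS medium; compounds up to 46 uM, 4 h at 37C. Green/red luminescence ratio, filter-overlap corrected, fitted to concentration-response curves.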
# * = called active by the depositor; ? = inconclusive; / = not tested or not shown; [ ] = dose if it differs, or a comment. Unless noted, calls follow the shape of the dose curve; as a rule, active = well fitted curve in the direction sought with a large enough effect; inconclusive = small, poorly fitted or top-dose-only effect, or another doubt; inactive = no such curve, though single readings can be large; an effect the other way counts as inactive or inconclusive.
SMILES,Eya2 phos inh,TSG101-PTAP inh,Mito fusion yeast,Tb PFK inh,TCR act,a7 integrin act,ELG1 DNA repair,AT treatment,TSHR antag,S-ASM inh,BCR signal inh
COc1ccc(C2CC(c3cccs3)=Nc3ccccc3S2)cc1OC (stereo not given),5%,1%,0%,-7%,0%[46.1 µM],-4%,?,-3%,42,-1%,?
O=C1C(Cl)=C(N2CCOCC2)C(=O)N1CCc1ccccc1,0%,0%,6%,0%,-4%,-22%,?,-1%,2,-1%,0%
CCN1CCN(CC(=O)Nc2cc(C(F)(F)F)ccc2OCCOC)CC1,-10%,-16%,1%,-4%,-3%,1%,2%,0%,8,3%,7%
COc1ccc(N2CCOCC2)c(NC(=O)c2cccs2)c1,6%,3%,-5%,-2%,2%,-14%,-27%,2%,0,-1%,-7%
CC(=O)c1sccc1NC(=O)c1ccccc1C(=O)O,0%,-1%,-3%,4%,-21%,8%,8%,-8%,59,-3%,-14%
COc1ccc2[nH]c(C(=O)N3CCNCC3)cc2c1OC,-16%,-3%,4%,4%,5%,-11%,?,-6%,0,3%,-7%
CC(=O)Nc1cc2c(=O)n(Cc3ccccc3)c(C)nc2cc1N1CCOCC1,-7%,-2%,0%,-1%,3%,-6%,?,5%,-9,8%,-1%
CCOc1nc(-c2ccc(OC)cc2)ccc1-c1noc(-c2cc(OC)c(OC)c(OC)c2)n1,-7%,6%,0%,0%,6%,15%,-16%,6%,-6,67%[activator],2%
CCCn1c(CCC(=O)O)nc2cc(S(N)(=O)=O)ccc21,-16%,0%,15%,-11%,-3%,?,1%,-6%,1,4%,-7%
O=c1ccc2cc(S(=O)(=O)N3CCN(c4ccccc4)CC3)ccc2[nH]1,12%,-2%,1%,-2%,0%,-8%,13%,-9%,6,-1%,9%
COC(=O)c1nn(-c2ccc(OC)cc2)ccc1=O,17%,0%,5%,-6%,3%,-10%,-12%,14%,-5,0%,0%
CCOC(=O)CCc1c(C)c(C#N)c2nc3ccccc3n2c1-n1cnc2ccccc21,-6%,-6%,-3%,3%,5%,4%,-5%,0%,2,26%,4%
CCOC(=O)CCCCCC(=O)Nc1ccc2c(c1)C(=O)N([C@H](C)CO)C[C@@H](C)[C@H](CN(C)Cc1ccc3c(c1)OCO3)O2,5%,10%,/,4%,-8%,-4%,?,0%,2,2%,0%
CC1(C)Cc2cccc(OCC(=O)N3CCN(c4ccccc4)CC3)c2O1,-11%,1%,17%,-17%,2%[46.1 µM],17%,-14%,-1%,-3,-1%,-8%
Cc1cc(C)nc(NN2C(=O)/C(=C/c3ccc(O)cc3)SC2=S)n1,35%,10%,0%,19%,-5%,2%,-5%,-2%,-30,-10%,7%
NS(=O)(=O)c1ccc(O)c(NC(=O)c2ccc([N+](=O)[O-])cc2)c1,6%,-2%,-7%,2%,-6%,-12%,6%,0%,-14,4%,-17%
CC1(C)CC(=O)C=C(NCCN2CCN(C(=S)Nc3ccccc3)CC2)C1,-6%,0%,-1%,-6%,3%,2%,7%,4%,3,3%,6%
O=[N+]([O-])c1cccnc1SCc1ccccc1,-8%,0%,-4%,1%,-2%,-39%,17%,-4%,4,-10%,?
Cc1cccc(NC(=S)N(c2ccccc2)C(C)C)c1C,-3%,-4%,-1%,-1%,-1%[46.1 µM],2%,12%,2%,35,9%,-4%
COc1cc(NC(=O)Cn2ncc(Cl)c(Cl)c2=O)c(C)cc1[N+](=O)[O-],0%,-1%,-1%,-3%,-5%,-63%[inhibitor],?,-11%,-43,-5%,?
CN1CCN(S(=O)(=O)c2cccc(C(=O)Nc3cc(C(F)(F)F)ccc3N3CCCCC3)c2)CC1,-3%,1%,23%,23%,4%,16%,-5%,9%,7,/,2%
Cc1cc(N2C(=O)C(O)=C(C(=O)c3ccco3)C2c2cccc(Oc3ccccc3)c2)no1 (stereo not given),16%,-5%,-2%,-2%,6%,4%,21%,-12%,-9,17%,1%
Cc1ccc(Nc2nc3c(c(=O)[nH]2)CCCC3)cc1,-10%,-5%,5%,1%,-3%[46.1 µM],18%,?,-1%,-3,2%,12%
CCOC(=O)[C@@H]1[C@H]2COc3ccccc3[C@@H]2N2C(=O)N(c3cccc(C)c3)C(=O)[C@]12C,6%,0%,-1%,0%,-6%,-1%,?,1%,2,5%,-15%
NNC(=O)C1CC1c1ccc(Cl)cc1 (stereo not given),-4%,0%,-10%,-10%,1%[46.1 µM],4%,-3%,-3%,5,2%,-1%
Cc1cc(C)cc(N2C(=O)CC(n3nc(C)cc3C)C2=O)c1 (stereo not given),0%,-6%,-4%,1%,-5%,7%,0%,/,0,2%,-1%
COc1ccc(OCCn2cnc(Cl)c2Cl)cc1,?,1%,-4%,-5%,4%,11%,?,8%,3,1%,?
CCC(=O)c1ccc(OCC(=O)NC2CCCC2)cc1,20%,0%,11%,4%,-1%,11%,?,10%,23,2%,-4%
Cc1ccccc1OCCn1cc(C(=O)O)c2ccccc21,3%,-4%,-4%,12%,/,?,4%,1%,-11,-7%,?
CCCCS(=O)Cc1ccccc1 (stereo not given),8%,-6%,-1%,1%,-2%,4%,-3%,1%,-2,-1%,?
COc1cc(OC)cc(C(=O)NC(=S)Nc2cc3oc4ccccc4c3cc2OC)c1,1%,1%,-4%,1%,2%[46.1 µM],38%,-4%,-1%,5,-10%,3%
COc1ccc(-c2cn3cc(C(=O)NN)ccc3n2)cc1,-4%,-1%,-24%,0%,6%,?,?,12%,-8,89%[activator],?

# Already shown: 9 of the compounds above.
SMILES,Eya2 phos inh,TSG101-PTAP inh,Mito fusion yeast,Tb PFK inh,TCR act,a7 integrin act,ELG1 DNA repair,AT treatment,TSHR antag,S-ASM inh,BCR signal inh
Cc1ccc(Nc2nc3c(c(=O)[nH]2)CCCC3)cc1,-10%,-5%,5%,1%,-3%[46.1 µM],18%,?,-1%,-3,2%,12%
CCOC(=O)[C@@H]1[C@H]2COc3ccccc3[C@@H]2N2C(=O)N(c3cccc(C)c3)C(=O)[C@]12C,6%,0%,-1%,0%,-6%,-1%,?,1%,2,5%,-15%
NNC(=O)C1CC1c1ccc(Cl)cc1 (stereo not given),-4%,0%,-10%,-10%,1%[46.1 µM],4%,-3%,-3%,5,2%,-1%
Cc1cc(C)cc(N2C(=O)CC(n3nc(C)cc3C)C2=O)c1 (stereo not given),0%,-6%,-4%,1%,-5%,7%,0%,/,0,2%,-1%
COc1ccc(OCCn2cnc(Cl)c2Cl)cc1,?,1%,-4%,-5%,4%,11%,?,8%,3,1%,?
CCC(=O)c1ccc(OCC(=O)NC2CCCC2)cc1,20%,0%,11%,4%,-1%,11%,?,10%,23,2%,-4%
Cc1ccccc1OCCn1cc(C(=O)O)c2ccccc21,3%,-4%,-4%,12%,/,?,4%,1%,-11,-7%,?
CCCCS(=O)Cc1ccccc1 (stereo not given),8%,-6%,-1%,1%,-2%,4%,-3%,1%,-2,-1%,?
COc1cc(OC)cc(C(=O)NC(=S)Nc2cc3oc4ccccc4c3cc2OC)c1,1%,1%,-4%,1%,2%[46.1 µM],38%,-4%,-1%,5,-10%,3%
